SIAE primary – blocks human sialic acid acetylesterase | SIAE FP-Rh probe binding, fluorescence polarization | inhibition, % at 9.66 µM | 0.69% of 370,000 active | AID 1053197;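 active = inhibition above a cutoff: mean of compounds within the control limits plus 3 SD of those, cut at about 17% in these data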;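 also: 0% = plate median of compound wells and 100% = probe without SIAE protein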
TDP2 absorb – blocks human TDP2 phosphodiesterase activity | O95551 | recombinant TDP2, T5PNP hydrolysis, p-nitrophenol absorbance 415 nm | inhibition, % at 12.8 µM | 0.34% of 370,000 active;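 active = inhibition above the mean of all tested compounds plus 3 SD, set per campaign, cut at about 25% in these data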;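 also: 0% = DMSO with enzyme and 100% = buffer with substrate but no TDP2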
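System – recombinant human TDP2 · Amount – 120 nM TDP2 per well · Buffer or medium – Mg2+-containing Tris-HCl buffer, pH 7.5 · Reagent – T5PNP substrate, 5 mM · Dosing – 12.8 µM single point, 1% DMSO · Incubation – 2 h at 37 °C · Measured by – epi absorbance · Read-out basis – percent inhibition · Benchmarks – high control without enzyme, low control DMSO plus TDP2 · Repeats – singlicate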
LEDGF integ inh – blocks HIV-1 LEDGF/p75-dependent DNA integration. TR-FRET IN-LEDGF/p75 DNA integration, Eu/Cy5. inhibition, % at 3.7 µM. 0.64% of 370,000 active;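 active = inhibition above the screen-wide mean plus 3 SD, cut at about 13% in these data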;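 also: signal is the Cy5 over europium emission ratio at 671 and 618 nm; 0% = plate median of compound wells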
HTRA1 inh – HTRA1 (human) protease inhibition; recombinant HTRA1, FP-rhodamine activity-based probe, fluorescence polarization; 0.5% of 340,000 active; AID 504803; inhibition, % at 5.96 µM; Q92743; in the data active = inhibition above about 36%;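 also: 0% = enzyme with DMSO and 100% = wells lacking enzyme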
TCR CD3 inh – inhibitors of human TCR-CD3 interaction; TAMRA-labeled TCR probe fluorescence, biochemical; inhibition, % at 9.4 µM; 0.37% of 360,000 active; AID 651800; in the data active = inhibition above about 19%;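 also: recombinant mutant TCR 2C K166C tagged with TAMRA read by polarization; 0% = receptor in buffer alone and 100% = receptor with positive control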
PRMT1 FP inh – PRMT1 (human) inhibition, primary screen. Q99873. recombinant PRMT1, activity-based probe fluorescence polarization. inhibition, % at 2.79 µM. 1.3% of 370,000 active. AID 652257;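 active = inhibition above about 21% made by adding two undisclosed values, limit read from the data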
mABHD4 FP – inhibitors of mouse ABHD4 | Q8VD66 | purified mABHD4, FP-Rh probe fluorescence polarization | inhibition, % at 8.92 µM | 0.54% of 370,000 active | AID 720543;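 active = inhibition exceeding the mean over every tested compound plus 3 SD, cut at about 30% in these data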;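 also: 0% = plate median of compound wells and 100% = S159A mutant with DMSO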
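Doses – 8.92 µM, single dose · Material – wild-type mouse ABHD4 protein · Replication – single well per compound (singlicate) · Measure – percent inhibition of probe binding, normalized to plate controls · Schedule – 45 min compound pre-incubation plus 60 min probe step, 25 °C · Detection – fluorescence polarization with parallel and perpendicular emission, 525/598 nm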
Tn7 DDE FP – disrupts Tn7 cyclic peptide binding to fibrin D-Dimer-E complex | FP displacement of FITC-Tn7 peptide from fibrin DD(E); 0% = median of compound wells per plate | P02675 | inhibition, % at 8.3 µM | 0.13% of 370,000 active;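 active = inhibition above the mean of compounds falling within the control limits plus 3 SD of them, cut at about 14% in these data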;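 also: 0% = plate median of compound wells and 100% = 10 µM Aha-Tn7 peptide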
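Test system: human clot-derived fibrin DD(E) complex / Quantity: 2 µM final DD(E) protein / Incubation: 10 min plus 3 h, room temperature / Measured by: fluorescence polarization / Benchmarks: high control of 10 µM Aha-Tn7 peptide / Replicates: singlicate testing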
PG9 binder – small molecules binding HIV-1 gp120 antibody PG9; TR-FRET gp120-PG9 antibody binding; inhibition, % at 6.7 µM; 0.43% of 360,000 active; AID 624416; in the data active = inhibition above about 8.5%
UHRF1 binding – blocks human UHRF1 binding to methylated DNA; UHRF1 binding to methylated oligo, TR-FRET; inhibition, % at 4.4 µM; Q96T88; AID 687016; 0.75% of 370,000 active; in the data active = inhibition above about 21%;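 also: UHRF1 SRA domain binding a hemimethylated CpG hairpin DNA probe; 0% = median of test compound wells and 100% = reference inhibitor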
Target sequence (Q96T88 whole entry, looked up, the tested form may be a part): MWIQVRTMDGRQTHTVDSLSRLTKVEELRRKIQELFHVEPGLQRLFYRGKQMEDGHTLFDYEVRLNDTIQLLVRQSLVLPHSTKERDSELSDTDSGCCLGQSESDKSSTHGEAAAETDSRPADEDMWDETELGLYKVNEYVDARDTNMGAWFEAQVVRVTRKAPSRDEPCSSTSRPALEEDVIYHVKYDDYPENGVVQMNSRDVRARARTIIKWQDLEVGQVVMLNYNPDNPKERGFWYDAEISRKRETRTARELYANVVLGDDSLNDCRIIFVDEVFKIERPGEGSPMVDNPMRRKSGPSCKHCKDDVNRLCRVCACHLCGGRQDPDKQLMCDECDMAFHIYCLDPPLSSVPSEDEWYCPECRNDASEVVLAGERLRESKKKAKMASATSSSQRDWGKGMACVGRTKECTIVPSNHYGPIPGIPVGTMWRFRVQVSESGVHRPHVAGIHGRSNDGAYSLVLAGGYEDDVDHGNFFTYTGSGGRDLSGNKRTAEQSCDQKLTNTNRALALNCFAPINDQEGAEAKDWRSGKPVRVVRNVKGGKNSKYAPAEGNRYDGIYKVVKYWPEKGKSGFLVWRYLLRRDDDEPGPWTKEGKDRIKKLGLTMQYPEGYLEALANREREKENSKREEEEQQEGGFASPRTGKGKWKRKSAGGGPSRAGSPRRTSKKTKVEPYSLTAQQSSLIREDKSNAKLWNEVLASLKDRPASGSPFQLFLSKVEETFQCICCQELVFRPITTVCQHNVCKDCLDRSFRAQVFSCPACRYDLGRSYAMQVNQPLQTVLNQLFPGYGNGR
Numbers without * were called inactive; / = no result given; & = joins results of further samples.

SMILES,SIAE primary,TDP2 absorb,LEDGF integ inh,HTRA1 inh,TCR CD3 inh,PRMT1 FP inh,mABHD4 FP,Tn7 DDE FP,PG9 binder,UHRF1 binding
CC1(c2ccc(NC(=O)c3ccccc3F)cc2)CC1(Cl)Cl (centres undefined),-6,-12,-1,-20,-1,8,-19,3,-0.4,1
Cc1ccccc1Nc1nc(Cl)c(C=O)s1,-4,7,-3,-7,5,6,0,-1,2.8,-1
Cc1ccc(C(=O)c2coc3ccc(O)cc23)cc1,-7,3,-1,-16,0,-1,13,-4,-4.1,1
CCOc1ccc2[nH]c(=O)c(CN(Cc3ccc(F)cc3)C(=O)N3CCCC3)cc2c1,-4,-8,0,-5,-1,3,4,0,1.2,4
CCc1ccc2c(Cl)c(C(=O)N/N=C/c3c[nH]c4ccccc34)sc2c1,-22,-3,-2,27,0,-1,-13,-4,-1.9,-2
Cc1cc(C(=O)NN=C2CCCCCC2)c(C)o1,-2,-16,-10,2,-2,1,-2,8,1.0,0
CC(=O)Nc1ccccc1-c1nc2ccccc2nc1OCC(=O)c1ccc2ccccc2c1,-5,-19,1,-7,-3,-1,-9,-10,-0.9,1
Cc1cc(/C=C(\C#N)C(=O)O)c(C)n1-c1ccc(Br)cc1,2,13,0,-5,-2,2,-9,3,0.7,7
c1coc(CNC2C3CC4CC(C3)CC2C4)c1 (centres undefined),-4,-2,-4,6,-1,1,-1,1,0.5,1
Cc1cccc(NC(=O)c2ccc(C)c(S(=O)(=O)N3CCCCC3)c2)n1,-3,-5,-1,-7,-11,7,-8,7,2.5,3
COc1ccc(OC)c(CNc2ncc(-c3ccc(F)cc3)n2C)c1,9,11,3,3,7,4,12,-4,-1.7,-2
CC(C)[C@H](CO)Nc1nc(NCc2ccc(S(N)(=O)=O)cc2)c2ncn(C(C)C)c2n1,1,-7,2,-3,8,-2,-10,-4,0.1,-3
COCCN(C(=O)Cn1nnc2ccccc21)C(C(=O)NC1CCCC1)c1cc(OC)ccc1OC (centres undefined),3,5,2,0,-9,-2,-4,2,1.7,-3
COc1cc(O)cc2c1[C@@H]1Oc3c(ccc(O)c3CC=C(C)C)[C@@H]1CO2,-11,2,-3,-8,-5,4,-19,8,-0.6,2
COC(=O)CCC(C(=O)CN1C(=O)c2ccccc2C1=O)N1C(=O)c2ccccc2C1=O (centres undefined),9,5,3,-3,0,-2,2,-2,-0.1,1
CCC(=O)C1=C(O)C(c2cccc(Oc3ccccc3)c2)CCC1=O (centres undefined),-3,13,2,-3,0,-3,0,-3,-1.0,-2
COCCN(C(=S)Nc1ccc(OC)cc1)C1CCN(C(C)C)CC1,-4,-3,3,4,3,-5,-1,2,-1.0,3
CC1=C(C(N)=O)C(c2ccccc2F)NC(=O)N1 (centres undefined),4,-1,1,8,0,-2,9,-9,-0.1,0
O=C1C2C3CCC(C3)C2C(=O)N1c1ccc2ccccc2c1 (centres undefined),5,12,-4,1,5,1,0,0,0.2,-1
COc1ccc(NS(=O)(=O)c2cccc(Cl)c2Cl)cc1S(=O)(=O)N1CCCCC1,-4,-3,-4,-2,1,4,1,9,-1.0,4
O=C(Nc1ccc(S(=O)(=O)N2CCCCC2)cc1)c1ccncc1,-1,2,-2,-8,4,1,-5,1,-4.1,-3
CCCCSc1nnc(CCC)n1N,2,11,-1,6,-1,4,4,-11,0.3,-2
C[C@H]1COC(=O)[C@@H](CC(=O)OC(C)(C)C)C/C=C\C[C@@H](CC(=O)N(CCO)Cc2ccccc2)C(=O)N1,-8,2,0,1,-3,-3,3,-6,-1.0,0
O=C(Nc1ccc(N2CCCC2)cc1)c1ccc2ccccc2c1,0,-11,-3,-3,3,-2,9,3,-0.9,-3
CCCOc1ccc(C(C)=O)cc1Cc1c(O)nc(SC)[nH]c1=O,-1,-13,10,2,-5,-1,-7,-4,-2.2,4
CC(C)CN1C(=O)NC(NC(=O)c2ccco2)(C(F)(F)F)C1=O (centres undefined),12,2,-3,-1,5,0,-2,-2,1.5,-1
O=C(CN1CCN(Cc2ccccc2)CC1)N=Nc1c(O)[nH]c2ccccc12,0,-1,0,1,6,-1,6,5,-2.4,-6
O=C(N/N=C\c1ccc(-c2ccccc2[N+](=O)[O-])o1)C1COc2cc3ccccc3cc2O1 (centres undefined),-45,5,-3,-17,11,3,-36,0,-0.4,-8
CC1CC(C)CN(CCOCCSc2ccc(Cl)cc2)C1 (centres undefined),-2,9,2,3,4,-1,8,-2,-1.2,-1
CSc1ccccc1NC(=O)CN(C)C(=O)c1cccc(S(=O)(=O)N(C)C)c1,-9,7,2,-1,1,-1,-1,-5,-0.9,-3
CC(C)CC(OC(=O)CC1Sc2ccccc2NC1=O)C(=O)NC1CCCC1 (centres undefined),-1,1,-3,-10,-10,0,-3,-1,-1.6,0
CCOC(=O)N1CCN(C(=O)/C=C/c2cccc([N+](=O)[O-])c2)CC1,3,1,4,5,2,-1,-1,-9,-1.2,7
COC(=O)CN1C(=S)N(c2ccc(Cl)cc2)C(=O)C1CC(=O)Nc1ccc(F)cc1 (centres undefined),1,-14,1,-19,6,-3,-58,1,-3.9,-2
O=S(=O)(Nc1ccccc1O)c1cccc2cccnc12,-1,-1,0,1,6,2,-1,5,-2.0,-2
O=C(CNC(=O)C1CCCCC1)OCC(=O)c1ccc(Br)cc1,3,-1,2,-3,5,4,5,-11,-0.1,1
O=C(CCNS(=O)(=O)c1ccccc1)OCC(=O)c1ccc(Cl)cc1,-2,5,-3,-10,3,-1,0,4,1.6,0
COc1ccc(-n2ccnc2)cc1,9,-7,-2,5,-1,-6,-1,-5,-1.2,1
O=C(CC1C(=O)NCCN1Cc1ccccc1C(F)(F)F)NC1CCCCC1 (centres undefined),10,2,0,-4,-2,6,4,-4,0.5,-1
CCOC(=O)CSC1=C(C#N)C(c2ccccc2F)C(C(C)=O)=C(C)N1 (centres undefined),7,-3,3,-9,-2,0,-5,11,-2.2,-3
Cc1cc(C(F)(F)F)nc(NCc2ccc(F)cc2)n1,-6,-3,-1,-3,1,-2,3,-7,-1.8,-1
COc1ccc(Cl)cc1-c1noc([C@@H]2O[C@H](CO)[C@H](O)[C@H](O)[C@H]2O)n1,3,14,5,/,2,-1,6,6,0.5,0
CCOC(=O)/C=C/C(=O)Nc1ccc(S(=O)(=O)N(C)c2ccccc2)cc1,-12,5,1,-12,10,2,-20,-6,-3.9,1
O=C1CN(C(=O)COC(=O)CNS(=O)(=O)c2ccccc2)c2ccccc2N1,6,-21,3,0,7,-6,-8,-1,-2.5,19
CCN1CCN(C(=O)C2CCN(Cc3cc(Cl)ccc3O)CC2)CC1,9,3,-2,1,-7,-1,14,3,0.9,-1
COc1ccc(-n2c(SCC(=O)N3CCc4ccccc43)nnc2-c2c[nH]c3ccccc23)cc1,-7,3,1,-6,4,-2,5,9,0.1,0
O=c1c2ccc(F)cc2sn1-c1ccccc1,2,-1,0,1,5,80*,16,-10,1.1,88*
Cc1ccc(CNC(=O)COC(=O)CSc2cc(C)c(Br)cc2C)cc1,4,0,0,-4,11,0,0,-2,0.4,1
O=C(COc1ccccc1Cl)N1CCN(c2ccccn2)CC1,0,-1,5,-4,10,-4,1,5,0.1,-2
Cc1ccnc(Nc2nc(-c3sc(C)nc3C)cs2)c1,-3,-15,5,-1,12,-4,0,-2,-1.5,-2
CC(=O)N1CC=C2C(C#N)=C(N)C(C#N)(C#N)C(CCc3ccccc3)C2C1 (centres undefined),3,-1,-1,4,7,6,6,2,-1.5,4
NC(=O)c1nc2c([nH]c1=O)CCCC2,16,14,-4,-2,-12,6,13,3,0.2,-3
COC(=O)c1ccc(NC(=O)c2ccc(NC(=O)C3CCCO3)cc2)cc1 (centres undefined),6,5,3,-3,-2,-3,2,-1,0.4,1
C/C(=N\NC(=O)C1CC1)c1ccc(C(C)(C)C)cc1,8,-1,-2,6,5,0,-2,5,-1.7,2
CCCCOC(=O)/C(=C/c1cn(C)c2ccccc12)NC(=O)c1ccc(OC)cc1,-1,5,-1,-3,-6,1,12,-3,0.7,2
COc1cc(CN2CCNC(=O)C2CC(=O)N(C)CCCN2CCOCC2)cc(OC)c1 (centres undefined),6,-9,0,1,-1,6,1,-7,0.4,-1
COC(=O)c1c(NC(=O)CN2C(=O)C(=O)N(CC(C)C)C2=O)sc2c1CCCCC2,0,-5,1,-14,-1,58*,2,-4,-1.2,2
CCCCCN(C(=O)CCC(=O)OCC(=O)N1CCCCC1CC)c1c(N)n(CCCC)c(=O)[nH]c1=O (centres undefined),2,-2,-5,0,4,1,-1,3,0.7,-1
CCc1c(C)nc(N)n2c(SCC(=O)Nc3ccccc3)nnc12,-5,3,-2,1,4,4,2,0,-0.4,0
CN(Cc1ccccc1)CC(O)COc1ccc(CNCCCOc2cccnc2)cc1 (centres undefined),1,1,0,3,7,-3,-6,-5,-0.6,-1
CCC1Nc2ncnc(N3CCOCC3)c2N(Cc2ccc(Br)cc2)C1=O (centres undefined),4&2,0&-4,2&2,-3,-2&9,0&3,3&6,-12&-6,-1.6&-2.0,-5&-1

Three of these compounds, set out differently.
Each structure is followed by: SIAE primary	TDP2 absorb	LEDGF integ inh	HTRA1 inh	TCR CD3 inh	PRMT1 FP inh	mABHD4 FP	Tn7 DDE FP	PG9 binder	UHRF1 binding
Cc1cccc(NC(=O)c2ccc(C)c(S(=O)(=O)N3CCCCC3)c2)n1
    -3	-5	-1	-7	-11	7	-8	7	2.5	3
COc1ccc(OC)c(CNc2ncc(-c3ccc(F)cc3)n2C)c1
    9	11	3	3	7	4	12	-4	-1.7	-2
CC(C)[C@H](CO)Nc1nc(NCc2ccc(S(N)(=O)=O)cc2)c2ncn(C(C)C)c2n1
    1	-7	2	-3	8	-2	-10	-4	0.1	-3

Next part.
SMILES,SIAE primary,TDP2 absorb,LEDGF integ inh,HTRA1 inh,TCR CD3 inh,PRMT1 FP inh,mABHD4 FP,Tn7 DDE FP,PG9 binder,UHRF1 binding
COc1ccccc1-c1n[nH]c2c1[C@H](C)CC[C@H]2C(C)C,6,1,8,-19,7,2,2,-1,0.6,2
O=C(Nc1ccc(S(=O)(=O)N2CCOCC2)cc1)c1c(F)cccc1F,-5,-1,-3,-6,-1,2,4,9,-2.2,-1
CSc1nc2ccc(NC(=O)c3ccc(Cl)s3)cc2s1,3,-16,3,-12,-9,1,-10,-2,0.4,2
CCC(C)NC(=O)CSc1nc2ccccc2c(=O)n1Cc1ccc(OC)cc1 (centres undefined),0,7,0,1,3,-2,-4,0,-2.4,0
Cc1ccn2c(=O)cc(C)nc2c1,6,-1,4,1,-1,-3,3,0,-1.3,-2

Rows are unselected; any-hit rate near 4.2%.
